Scp-1 inhibitor – inhibitors of human Scp-1 phosphatase; AID 493091; Recombinant Scp1, phosphopeptide, malachite green phosphate absorbance; hit rate 0.88% among 340,000; Q9GZU7; inhibition, % at 20 µM;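 active means inhibition above about 50% at 20 µM, limit read from the data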;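 further: plate controls were DMSO wells with enzyme for no effect and wells lacking enzyme for full effect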
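Test system: SCP-1 phosphatase catalytic domain, residues 76-261 | Compound dosing: One concentration, 20 µM, with 1.0% DMSO | Schedule: 45 min room-temperature reaction, 5 min colour, 30 min stabiliser | Detection: Absorbance at 630 nm | Read-out basis: % inhibition of SCP-1 phosphate liberation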
Rin1-Abl PPI inh – blocks binding of human Rin1 to Abl; P00519+Q13671; TR-FRET Rin1/Abl binding, biochemical; inhibition, % at 7.35 µM; hit rate 0.4% among 360,000; in the data active means inhibition above about 5%, passing the limit was not always enough
STEP block – STEP (human) phosphatase inhibition | P54829 | recombinant STEP, OMFP fluorogenic substrate, fluorescence | inhibition, % at 20 µM | hit rate 0.25% among 360,000;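 active means inhibition at 20 µM, scaled per plate between control wells, above about 37%, limit read from the data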;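 further: 0% = DMSO with enzyme and substrate and 100% = substrate only without enzyme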
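Assay system: isolated STEP enzyme / Timing: 20 min at room temperature, dark / Doses: 20 µM, 1% DMSO / Technique: fluorescence intensity, excitation 480 nm, emission 540 nm / Reagent: fluorogenic phosphatase substrate OMFP at 25 µM final / Measure: percent inhibition scaled to no-enzyme and uninhibited-enzyme controls, plate-pattern corrected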
Neddyl block – cullin neddylation inhibition. P61081+Q13564. calls only at 25 µM. hit rate 0.58% among 360,000. TR-FRET cullin neddylation, biochemical; in the data active means inhibition above about 36%
CSN inh – blocks human CSN-mediated cullin deneddylation; Purified CSN, SCF-Nedd8-OG deneddylation, fluorescence polarization; inhibition, % at 12.5 µM; hit rate 0.38% among 360,000;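 active means pattern-corrected inhibition above about 35%, with an unprinted fluorescence ratio check between 0.5 and 1.5, limit read from the data, passing the limit was not always enough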;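 further: 0% = enzyme with substrate and 100% = substrate without enzyme; some results filed as inactive read as strong as hits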
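Test system: purified human Csn5 enzyme expressed in HEK293T cells. Amount: 0.24 nM enzyme. Reagent: SCFSkp2-Nedd8OG substrate at 10 nM final. Schedule: 90 min incubation of compound, enzyme and substrate at room temperature. Detection: fluorescence polarization. Read-out: % inhibition of substrate cleavage by Csn5.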
Rpn11 block – Rpn11 (human) deubiquitinase inhibition. O00487. human 26S proteasome, Ub4-pepOG fluorescence polarization; 20S core pre-blocked with epoxomicin. calls only at 20 µM. hit rate 0.59% among 360,000;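 active means inhibition at 20 µM, scaled to each plate's controls, above about 33%, limit read from the data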
NadD inh – NadD (S. aureus) enzyme inhibition. purified NadD enzyme, colorimetric absorbance read-out. inhibition, % at 20 µM. hit rate 0.78% among 360,000. AID 602399; in the data active means inhibition above about 26%; further: some compounds past the cut are filed as inactive
DNMT1 block – blocks human DNA methyltransferase DNMT1; hit rate 0.83% among 360,000; inhibition (reported as % activation of signal), % at 10 µM; DNMT1 molecular beacon, Hinp1I cleavage, fluorescence; P26358; in the data active means inhibition above about 50%
Target sequence (P26358 504-1616 limits assumed): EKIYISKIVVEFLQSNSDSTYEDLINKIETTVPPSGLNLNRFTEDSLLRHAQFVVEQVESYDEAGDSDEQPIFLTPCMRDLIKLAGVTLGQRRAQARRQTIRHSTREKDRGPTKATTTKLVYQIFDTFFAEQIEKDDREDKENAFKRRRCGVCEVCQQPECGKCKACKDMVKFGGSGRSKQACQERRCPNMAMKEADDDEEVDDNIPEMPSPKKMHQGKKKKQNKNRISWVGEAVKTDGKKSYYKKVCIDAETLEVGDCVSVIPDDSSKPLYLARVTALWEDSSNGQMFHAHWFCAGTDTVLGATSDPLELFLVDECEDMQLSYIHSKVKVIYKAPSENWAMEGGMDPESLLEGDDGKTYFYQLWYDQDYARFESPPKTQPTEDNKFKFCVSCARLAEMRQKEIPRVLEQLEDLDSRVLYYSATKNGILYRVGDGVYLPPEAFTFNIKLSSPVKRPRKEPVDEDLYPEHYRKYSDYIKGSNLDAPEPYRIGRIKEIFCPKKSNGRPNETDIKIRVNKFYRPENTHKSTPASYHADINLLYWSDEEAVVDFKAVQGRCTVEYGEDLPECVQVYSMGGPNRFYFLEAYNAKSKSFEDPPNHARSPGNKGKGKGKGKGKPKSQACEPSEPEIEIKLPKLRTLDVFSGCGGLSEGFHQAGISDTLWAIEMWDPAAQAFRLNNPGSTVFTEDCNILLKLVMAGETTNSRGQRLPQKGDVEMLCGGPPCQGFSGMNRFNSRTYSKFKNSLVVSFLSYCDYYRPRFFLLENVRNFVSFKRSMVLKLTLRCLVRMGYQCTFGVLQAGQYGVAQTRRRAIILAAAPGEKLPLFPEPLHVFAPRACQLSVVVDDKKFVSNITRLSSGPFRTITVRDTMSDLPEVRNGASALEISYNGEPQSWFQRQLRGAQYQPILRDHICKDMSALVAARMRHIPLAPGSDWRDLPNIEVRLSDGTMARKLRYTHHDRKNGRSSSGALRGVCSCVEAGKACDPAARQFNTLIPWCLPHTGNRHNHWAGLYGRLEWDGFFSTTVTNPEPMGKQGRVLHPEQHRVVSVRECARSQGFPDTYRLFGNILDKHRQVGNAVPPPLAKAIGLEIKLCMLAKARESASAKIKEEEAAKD
SUMO1 PPI mod – alters human SUMO1 binding to SIM partners | P63165 | SUMO1 binding to a labelled peptide, TR-FRET, 1 h | inhibition, % at 20 µM | hit rate 0.33% among 360,000 | AID 602429; in the data active means inhibition above about 37%
LMPTP inh – LMPTP (human) inhibition; P24666; recombinant LMPTP-A, OMFP fluorogenic substrate, fluorescence intensity; inhibition, % at 20 µM; hit rate 0.22% among 360,000;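 active means compounds that cut the enzyme signal by at least half of the control window in the single-dose screen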;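 further: plate controls were DMSO wells with enzyme plus substrate for no effect and substrate without enzyme for full effect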
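Test system: LMPTP-A, protein tyrosine phosphatase of low molecular weight; Input: 0.625 nM enzyme; Incubation: 50 min dark incubation at room temperature; Signal: endpoint fluorescence intensity from OMFP dephosphorylation; Read-out basis: % inhibition versus control wells.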
Starred values were filed as active, the others as inactive; i = inactive; nt = not tested or not shown.

SMILES | Scp-1 inhibitor | Rin1-Abl PPI inh | STEP block | Neddyl block | CSN inh | Rpn11 block | NadD inh | DNMT1 block | SUMO1 PPI mod | LMPTP inh
O=C(C[C@@H]1C/C=C\C[C@H](NC(=O)OCC2c3ccccc3-c3ccccc32)C(=O)OC[C@@H]2CCCN2C1=O)N[C@@H](CO)Cc1ccccc1 | 8 | 1 | 3 | i | 1 | i | -3 | -2 | -2 | -0.1
CC1CCCN(C(=S)Nc2ccc(S(=O)(=O)N3CCCCC3)cc2)C1 (centres undefined) | -6 | -1 | 2 | i | 2 | i | 4 | 0 | 4 | 1.2
O=C(NCC1CC1)c1ccc2c3n(nc2c1)-c1ccc(Cl)cc1CO3 | -8 | 2 | 1 | i | -4 | i | 1 | 0 | -22 | 0.6
COc1ccc(/C=C2\N=C(C)OC2=O)cc1OC(C)=O | -7 | 3 | -4 | i | -1 | i | -1 | 2 | -4 | -1.6
CS(=O)(=O)c1ccccc1C(=O)N1CCN(S(=O)(=O)c2ccc(C3CCCCC3)cc2)CC1 | -2 | 2 | 3 | i | 4 | i | -9 | -1 | 1 | 1.0
CC1Cc2ccccc2N1C(=O)CSc1nnc2n1C(C)(C)Cc1ccccc1-2 (centres undefined) | 1 | 3 | 0 | i | -3 | i | 8 | -2 | -2 | 1.5
CCc1c(C)nc2ncnn2c1NC1CCCc2ccccc21 (centres undefined) | 1 | -2 | 0 | i | 4 | i | 7 | -1 | -3 | 0.0
COc1ccc(NC(=O)[C@H](C)NC(=O)[C@@H]2Cc3ccccc3CN2C(=O)OC(C)(C)C)cc1 | 0 | 3 | -3 | i | -3 | i | -5 | -1 | -1 | -0.5
CN(CCOc1ccccc1Cl)Cc1ccccc1 | -8 | 2 | 3 | i | -1 | i | -3 | 1 | 3 | -0.6
COc1ccc(S(=O)(=O)CCc2nc3ccccc3s2)cc1 | -15 | 0 | 1 | i | -1 | i | 6 | 2 | 0 | -0.4
O=C(OCc1cn([C@H]2CN(C(=O)C3CCCCC3)[C@@H](c3ccccc3)C[C@@H]2O)nn1)c1ccccc1 | nt | -1 | -2 | i | 3 | i | 2 | -2 | -2 | 0.1
CCN(CCCNC(=O)C1CCN(S(=O)(=O)c2c(C)[nH]c(=O)[nH]c2=O)CC1)c1cccc(C)c1 | -7 | 0 | -1 | i | 1 | i | 2 | -6 | 3 | -0.7
O=C(CSc1n[nH]c(-c2ccncc2)n1)Nc1ccc(F)cc1 | -5 | -2 | -1 | i | -2 | i | -4 | -1 | 1 | -1.1
CC(C)=CCN1CCC(n2nccc2NC(=O)c2ccccc2Cl)CC1 | 10 | -2 | -2 | i | 0 | i | -10 | 1 | -2 | 0.4
C=C(C)C1CC=C(C)/C(=N\NC(=O)CNc2cccc3ccccc23)C1 (centres undefined) | -1 | 2 | -4 | i | 6 | i | 37* | -34 | 2 | 0.8
NC(=O)COc1ccccc1C(=O)NC12CC3CC(CC(C3)C1)C2 | -3 | -1 | -4 | i | -2 | i | -5 | -1 | 4 | -0.4
Cn1cc(CCC(=O)NCc2cccc(Cl)c2)c2ccccc21 | -2 | 2 | 0 | i | 4 | i | -13 | -1 | 1 | 0.8
COc1ccccc1NC(=O)Nc1ccccc1C(N)=O | -7 | 0 | -3 | i | -4 | i | -4 | 2 | -3 | -1.2
CCOC(=O)c1ccc2[nH]cc(C(C)=O)c(=O)c2c1 | -13 | 1 | -3 | i | 5 | i | 3 | 0 | 3 | -2.1
CNC(=O)c1sc(Nc2ccc(OCc3ccccc3)cc2)nc1C | -3 | 2 | -2 | i | -2 | i | 6 | -2 | -1 | 0.7
CN(C)[C@H]1N(C(=O)c2ccc(Br)cc2)N=C2c3ccccc3S(=O)(=O)N21 | -7 | -4 | 2 | i | -2 | i | 3 | -3 | 1 | 0.7
CCOC(=O)c1[nH]c2ccc(Br)cc2c1NC(=O)CCN1CCCC(C)(C)C1 | 19 | -6 | -1 | i | 2 | i | 4 | 5 | -7 | 0.5
COc1ccc(NC(=O)Cn2nnc(C(N)=O)c2N)c(OC)c1 | 0 | -1 | 0 | i | 0 | i | 3 | 1 | -2 | -0.1
Cc1ccc(N=c2ssnc2Cl)cc1 | 1 | -2 | 7 | i | 2 | i | 15 | -1 | -8 | 47
COc1cccc(C(C)NC(=O)Cc2cccs2)c1 (centres undefined) | 5 | 2 | 0 | i | 3 | i | 7 | 3 | 6 | 1.0

In another format: results already given
Structure,Scp-1 inhibitor,Rin1-Abl PPI inh,STEP block,Neddyl block,CSN inh,Rpn11 block,NadD inh,DNMT1 block,SUMO1 PPI mod,LMPTP inh
C=C(C)C1CC=C(C)/C(=N\NC(=O)CNc2cccc3ccccc23)C1 (centres undefined),-1,2,-4,i,6,i,37*,-34,2,0.8
NC(=O)COc1ccccc1C(=O)NC12CC3CC(CC(C3)C1)C2,-3,-1,-4,i,-2,i,-5,-1,4,-0.4
Cn1cc(CCC(=O)NCc2cccc(Cl)c2)c2ccccc21,-2,2,0,i,4,i,-13,-1,1,0.8
COc1ccccc1NC(=O)Nc1ccccc1C(N)=O,-7,0,-3,i,-4,i,-4,2,-3,-1.2

Going on with the list.
SMILES | Scp-1 inhibitor | Rin1-Abl PPI inh | STEP block | Neddyl block | CSN inh | Rpn11 block | NadD inh | DNMT1 block | SUMO1 PPI mod | LMPTP inh
COc1ccc(S(=O)(=O)N2CCOCC2)cc1NC(=O)CSc1ncccn1 | -10 | 6 | -2 | i | 0 | i | 1 | -1 | -1 | -0.9
CCc1ccccc1NC(=O)C1=CN2CCS(=O)(=O)N=C2C=C1 | -1 | -2 | 2 | i | -1 | i | -2 | 0 | -2 | -1.1
O=C(CN1C(=O)c2ccccc2C1=O)c1ccccc1 | -13 | 4 | -2 | i | 2 | i | -7 | 3 | -13 | -0.5
COc1cc(S(=O)(=O)N2CCOCC2)ccc1NC(=O)CSc1n[nH]c(=O)[nH]c1=O | 5 | 1 | -3 | i | 3 | i | 2 | 0 | 4 | -1.0
CC(C)C(c1nnnn1C1CCCC1)N1CCN(C(=O)c2ccco2)CC1 (centres undefined) | 7 | -1 | 0 | i | -2 | i | 2 | -2 | -3 | 0.0
O=C(NCC1CCCC(CNC(=O)Nc2ccc(Cl)cn2)C1)Nc1ccc(Cl)cn1 (centres undefined) | -6 | 3 | -3 | i | 9 | i | 9 | -9 | 13 | 0.7
Cc1ccc(-c2nc3ccsc3c(=O)[nH]2)cc1 | -1 | 3 | -1 | i | -2 | i | -2 | 1 | 1 | -1.2
O=C(COC(=O)Cc1ccc(Cl)cc1Cl)NC1CC1 | -8 | -1 | -3 | i | 2 | i | -3 | -2 | 3 | -1.8
CCOC(=O)Cn1ccc2cc(S(=O)(=O)N3CCCC3)ccc21 | nt | 1 | 0 | i | 6 | i | -2 | 6 | 2 | 1.5
COC(=O)c1ccccc1SCC(=O)Nc1ccc(N2CCOCC2)cc1 | -2 | -4 | 0 | i | -4 | i | 0 | -4 | 5 | -0.3
COc1ccc(CC(=O)Nc2ccc(S(=O)(=O)Nc3ncccn3)cc2)cc1OC | 1 | -3 | 0 | i | 0 | i | 3 | -1 | 1 | -1.4
COCCN1C(=O)c2ccccc2C(C(=O)Nc2ccc3c(c2)OCCO3)C1c1ccc(F)cc1 (centres undefined) | -2 | 0 | -1 | i | 2 | i | 0 | -1 | 0 | -0.6
CCc1ccc(C(=O)/C=C/c2cnn(C)c2C)s1 | -9 | -5 | 2 | i | 2 | i | 1 | -4 | -17 | -0.3
COC(=O)CCN1CCN(S(=O)(=O)c2ccc3c(c2)OCCO3)CC1 | -5 | 2 | -3 | i | 4 | i | 5 | 4 | 19 | -1.0
CCCn1c2ccccc2c2nnc(SCC(=O)Nc3ncccn3)nc21 | 5 | -5 | 1 | i | -1 | i | 4 | -1 | -10 | 0.0
CCNC(=S)Nc1cc(OC)c(NC(=O)c2ccco2)cc1OC | -5 | 3 | -5 | i | 3 | i | 0 | 1 | 0 | 1.0
O=C(CN1C(=O)NC2(CCCCCC2)C1=O)c1cccs1 | -6 | 0 | -1 | i | -3 | i | -4 | 4 | 3 | 0.0
C/C(=N\O)C1(C)N(O)C(C)(C)C(c2ccc(Br)cc2)=[N+]1[O-] (centres undefined) | -4 | -8 | -2 | i | 0 | i | 4 | 2 | -7 | -2.5
C=CCC[C@H](Cc1ccc(F)cc1)C(=O)OC[C@@H](C)NC(=O)[C@@H](CC=C)CC(=O)N[C@@H](CO)Cc1ccccc1 | -4 | 0 | 0 | i | -1 | i | -4 | 9 | 6 | -2.7
COc1ccc(C(=O)NNC(=O)CCC(=O)Nc2ccc(C)cc2C)cc1 | -4 | -1 | -1 | i | 2 | i | -2 | -1 | 3 | -0.1
CC1(c2cc(C(F)(F)F)n3nc(C(=O)O)cc3n2)CC1 | -1 | -1 | -4 | i | 5 | i | 2 | 1 | -2 | -1.2
COc1ccc(N2CC(O)=C(c3nc(-c4ccc(F)cc4)cs3)C2=N)cc1 | -3 | 5 | -2 | i | 7 | i | 8 | -3 | 0 | -0.4
Cc1cc(NC(=O)CCOc2ccccc2)no1 | -3 | 1 | -10 | i | 5 | i | 6 | 1 | 0 | -0.3
C/C(=N\NC(=O)c1ccco1)c1ccc(NC(=O)C(F)(F)F)cc1 | -2 | -1 | 0 | i | 5 | i | -1 | 0 | -1 | 0.2
CCN(CC)S(=O)(=O)c1ccc(NC(=O)CCNC(=O)c2ccco2)cc1 | 8 | 0 | 0 | i | -1 | i | -2 | 0 | 20 | -1.1

Further structures.
SMILES | Scp-1 inhibitor | Rin1-Abl PPI inh | STEP block | Neddyl block | CSN inh | Rpn11 block | NadD inh | DNMT1 block | SUMO1 PPI mod | LMPTP inh
Cc1cccc(Nc2c([N+](=O)[O-])ccc3nonc23)c1 | -4 | 0 | 1 | i | -2 | i | -1 | 1 | -18 | 0.9
CC(C)(C)C(=O)OCc1cn(-c2ccccc2)nn1 | -2 | 0 | 1 | i | 0 | i | 1 | 6 | 1 | 1.1
CCOC(=O)C1CCN(C(=O)COC(=O)CNC(=O)c2ccc(OC)cc2)CC1 | -1 | 0 | -3 | i | -1 | i | -6 | -1 | 0 | 0.4
CCOc1ccc(CN(C)CC(=O)Nc2cccc3ccccc23)cc1OC | -12 | 1 | 1 | i | 6 | i | -4 | 8 | -4 | -0.8
COc1cc(CC(=O)Nc2ccc(Cl)c(C(F)(F)F)c2)cc(OC)c1OC | -4 | -1 | -2 | i | -11 | i | -8 | 0 | -2 | -1.1
CS(=O)(=O)c1ccc2nc(NC(=O)Nc3ccccc3F)sc2c1 | -1 | 1 | 2 | i | 0 | i | 4 | 14 | -5 | -1.2
O=C(O)c1cc(N2CCCC2)ccn1 | -2 | 0 | 1 | i | -4 | i | 10 | 1 | 0 | 0.2
O=C(O)c1cc(-c2ccc(N3CCOCC3)cc2)nn1-c1ccccc1Cl | 5 | -5 | 2 | i | 1 | i | -1 | 4 | -3 | -1.6
COc1cc2oc(=O)cc(CN3CCOCC3)c2cc1Cl | nt | -3 | 0 | i | 118* | i | -6 | -6 | -7 | -1.1

Screening data deposited in PubChem BioAssay by several laboratories.
